V1aR counter: counter-screen for oxytocin receptor agonists: human V1a receptor agonists. P37288. CHO-V1R cells, Fluo-8 calcium fluorescence, agonist mode; 0% DMSO, 100% 3 nM vasopressin. activation, % at 3 µM. 0.25% of 320,000 active. AID 2797;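 active = activation above the mean activation of all tested compounds plus 3 SD, per screening run, cut at about 20% in these data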;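 also: signal is peak over basal fluorescence ratio across a 100 second FLIPR read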
NALP1 yeast inh: NALP1 inhibition; S. cerevisiae NALP1/ASC/caspase-1 growth, X-gal OD620, 72 h; inhibition, % at 10 µM; 0.61% of 280,000 active; AID 2071; in the data active = inhibition mostly above about 24%, no sharp cut-off; inactive = mostly below about 32%; also: some compounds called inactive have numbers as strong as hits
GPR7 antagonist: blocks human GPR7 receptor signaling; P48145; AID 1861; GPR7-expressing cells, fluorescence antagonist assay; inhibition, % at 4.4 µM; 1.1% of 290,000 active; in the data active = inhibition above about 16%, passing the limit was not always enough;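 also: cells stimulated with the agonist NPW; 0% = agonist with vehicle and 100% = vehicle without agonist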
Target sequence (P48145 whole entry, looked up): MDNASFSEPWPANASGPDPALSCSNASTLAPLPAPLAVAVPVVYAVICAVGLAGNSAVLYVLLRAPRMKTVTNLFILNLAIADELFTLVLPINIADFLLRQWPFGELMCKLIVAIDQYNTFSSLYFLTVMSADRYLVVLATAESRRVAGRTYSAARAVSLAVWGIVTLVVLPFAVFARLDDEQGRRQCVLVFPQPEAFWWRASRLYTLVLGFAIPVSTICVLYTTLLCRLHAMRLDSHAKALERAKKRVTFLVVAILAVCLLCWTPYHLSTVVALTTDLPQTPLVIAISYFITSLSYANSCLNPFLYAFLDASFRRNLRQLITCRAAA
M18AAP inhibitor: blocks P. falciparum M18 aspartyl aminopeptidase. inhibition, % at 7.35 µM. AID 1822. recombinant PfM18AAP, H-Glu-NHMec fluorogenic cleavage. 1.2% of 290,000 active;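 active = inhibition above the campaign mean inhibition over all tested compounds plus 3 SD, cut at about 28% in these data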;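 also: 0% = plate median of test compound wells and 100% = 2 mM ZnCl2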
OXTR potentiate: potentiates the human oxytocin receptor response; CHO-OTR cells, Fluo-8 calcium fluorescence, potentiator mode; 0% = oxytocin EC15, 100% = EC100; activation, % at 3 µM; 0.061% of 320,000 active;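 active = activation above that plate's cutoff, the mean activation of tested compounds plus 3 SD, cut at about 6.6% in these data, passing the limit was not always enough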;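 also: 100% uses oxytocin at 75 nM as the full agonist control; some results filed as inactive read as strong as hits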
Target sequence (P30559 whole entry, looked up): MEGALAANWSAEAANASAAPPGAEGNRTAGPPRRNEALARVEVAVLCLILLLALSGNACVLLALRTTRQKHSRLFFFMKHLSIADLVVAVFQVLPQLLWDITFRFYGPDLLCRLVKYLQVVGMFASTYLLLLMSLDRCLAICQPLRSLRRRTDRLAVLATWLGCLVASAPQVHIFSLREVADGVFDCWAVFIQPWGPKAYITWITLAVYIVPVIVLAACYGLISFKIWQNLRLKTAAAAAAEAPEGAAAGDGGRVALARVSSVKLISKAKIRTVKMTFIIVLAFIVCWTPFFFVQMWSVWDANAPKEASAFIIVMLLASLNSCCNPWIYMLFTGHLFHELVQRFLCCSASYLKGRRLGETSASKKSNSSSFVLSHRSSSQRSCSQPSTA
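System: human OTR in CHO cells; Also added: sub-maximal oxytocin, roughly EC15; Timing: compound 6 min at room temperature before oxytocin, 100 s read; Technique: Fluo-8 intracellular calcium fluorescence, ex 470-495, em 515-575 nm; Controls: oxytocin EC15 low and EC100 high; Replication: singlicate.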
MEKK2 WT-MEK5: raises or lowers MEK5 binding to wildtype human MEKK2 PB1 domain. binding response (% of control), % at 10 µM. 1.1% of 290,000 active. Q9Y2U5. bead flow cytometry, Alexa488-MEK5 binding to MEKK2 WT; actives lie on both sides; in the data active = binding response below about 67% or above about 130%
MEKK2 mut-MEK5: signal of MEK5 binding to mutant human MEKK2 PB1 domain; 0.35% of 290,000 active; bead flow cytometry, Alexa488-MEK5 binding to MEKK2 mutant; percent response, % at 10 µM; in the data active = percent response above about 24%, passing the limit was not always enough; also: inactives centre near 1; some results filed as inactive read as strong as hits
OXTR ag: human OXTR agonism | P30559 | CHO-OTR cells, Fluo-8 calcium fluorescence; normalized: DMSO 0%, oxytocin 100% | activation, % at 3 µM | 0.32% of 320,000 active | AID 2435;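 active = activation above the mean of all tested compounds plus 3 SD, cutoff set per screening run, cut at about 20% in these data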;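 also: peak over basal fluorescence ratio from a 100 s FLIPR kinetic read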
GalR3 antag: blocks the human galanin receptor 3; O60755; HEK293 GalR3-CNG cAMP membrane potential fluorescence; galR3 body fused to GalR1 C-terminus; inhibition, % at 3 µM; 0.44% of 360,000 active;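 active = inhibition above the screen-wide average plus 3 SD, cut at about 13% in these data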;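 also: forskolin and galanin both at EC90 stimulate the cells; cAMP rise reported by CNG channel membrane potential dye signal; 0% = forskolin plus galanin with DMSO and 100% = forskolin alone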
Target sequence (O60755 1-299 limits assumed): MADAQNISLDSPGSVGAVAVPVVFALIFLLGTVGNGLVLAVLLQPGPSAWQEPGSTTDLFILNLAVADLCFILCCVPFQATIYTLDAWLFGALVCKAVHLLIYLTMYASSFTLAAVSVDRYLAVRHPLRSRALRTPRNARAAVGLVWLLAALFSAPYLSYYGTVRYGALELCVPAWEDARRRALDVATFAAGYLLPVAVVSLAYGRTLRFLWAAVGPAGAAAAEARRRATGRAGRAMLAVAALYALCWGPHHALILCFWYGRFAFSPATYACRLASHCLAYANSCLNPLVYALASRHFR
* hit, by the source's call; . = not tested or not shown.

SMILES	V1aR counter	NALP1 yeast inh	GPR7 antagonist	M18AAP inhibitor	OXTR potentiate	MEKK2 WT-MEK5	MEKK2 mut-MEK5	OXTR ag	GalR3 antag
CC1(NC(=O)CC[N+](C)(C)CCO)CS(=O)(=O)CC1S(=O)(=O)[O-] (stereo not drawn)	0.4	23.7	1.6	-11.5	-5.3	99.0	-1.0	-0.6	0.6
CC(C)CN1CCC(Oc2cccc(C(=O)NCCc3ccccc3)c2)CC1	0.8	19.4	-5.6	6.3	-2.8	114.0	10.0	-0.3	-4.5
COc1ccc(N2C(=O)CCC(C(=O)N3CCCCCC3)C2c2ccc(OC)c(OC)c2)cc1 (stereo not drawn)	-0.1	1.6	-10.9	-30.7	-8.9	101.0	2.0	0.0	-4.6
COc1ccc(Cn2c(SCC(=O)NCc3ccco3)nc3ccsc3c2=O)cc1	-0.6	30.7	-6.9	-16.0	-4.6	99.0	3.0	-2.3	-6.2
COc1ccccc1N=NC1C(=O)N(C(N)=S)N=C1C (stereo not drawn)	-0.1	4.3	-14.6	-0.7	-12.4	94.0	0.0	-1.9	-5.3
COc1ccccc1-c1nn2c(-c3ccco3)nnc2s1	1.1	-2.1	-1.9	11.3	-6.5	104.0	4.0	-0.9	-3.9
O=C(COC(=O)c1cc[n+]([O-])cc1)Nc1ccc2c(c1)OCCO2	-0.1	-0.6	-8.6	-3.4	2.9	101.0	0.0	-0.1	-4.9
O=C(CN1C(=O)C2CC=CCC2C1=O)Nc1nc(-c2ccc(F)cc2)cs1 (stereo not drawn)	7.3	.	.	.	-5.4	.	.	2.8	-4.7
CN(C)c1ccc(-c2cccc(C3CC=CC4C3C(=O)N(Cc3ccccc3)C4c3ccc4ccccc4c3)c2)cc1 (stereo not drawn)	-0.1	7.1	.	.	3.6	92.0	-6.0	0.2	-1.6
CCOc1ccccc1NC(=O)c1sc2ncn(CC(=O)N3CCOCC3)c(=O)c2c1C	5.4	-3.3	10.1	-2.8	-2.3	94.0	-8.0	1.1	-9.9
Cc1cc(CSc2ccccc2)ccc1NC(=O)c1cccc([N+](=O)[O-])c1	0.8	1.4	-9.8	-0.1	-4.3	106.0	3.0	0.7	-5.9
CCN1CCN(C(=O)Cn2ncc3c2-c2ccccc2OC3)CC1	0.7	-0.3	-5.2	0.0	0.7	98.0	-1.0	1.2	.
COC(=O)c1c(C)n(-c2ccc(OC)cc2)c2ccc(O)cc12	0.0	-1.6	-14.2	7.6	-18.7	98.0	6.0	-1.1	-6.6
CN(C)S(=O)(=O)c1ccc(C(=O)OCc2nnc(-c3ccccc3)o2)cc1	5.9	20.1	8.5	-4.4	-5.5	99.0	-1.0	5.3	4.1
COc1cc(C)ccc1OCc1cc(C(=O)NCCN2CCCC(O)C2)no1 (stereo not drawn)	2.1	4.1	-17.7	-2.9	2.9	104.0	3.0	1.0	4.6
S=C(NC1CCCCC1)N1CCN(C2CCCCC2)CC1	-0.2	13.2	7.6	-2.7	-4.0	73.0	-24.0	-0.3	-2.9
NS(=O)(=O)c1ccc(CNC(=O)/C=C/c2ccccc2[N+](=O)[O-])cc1	5.2	35.8	0.1	-4.8	-2.3	93.0	-4.0	0.8	-4.3
O=C(CSc1nnc(-c2ccc(S(=O)(=O)N3CCCC3)cc2)o1)NCc1ccco1	1.1	17.9	-12.2	0.9	1.6	99.0	-10.0	1.9	5.7
CCc1cc2c(NCCO)ncnc2s1	1.3	-18.6	-7.9	-0.8	-15.6	103.0	6.0	0.0	-2.4
CC1CN(C(=O)CCNS(=O)(=O)c2ccc(Br)cc2)CC(C)O1 (stereo not drawn)	0.2	.	.	.	-7.3	.	.	-0.8	-0.7
O=C(Cc1ccccc1)NCCC1=CCCCC1	0.5	29.7	-0.5	-1.4	4.2	99.0	0.0	-1.2	-2.6
COc1ccc(S(=O)(=O)N2CCOC2CNC(=O)C(=O)NCc2ccccn2)cc1 (stereo not drawn)	0.2	6.7	-21.5	-2.0	1.6	107.0	6.0	1.3	-1.5
COc1ccccc1S(=O)(=O)Cc1ccc(C(=O)N2CCCC2)o1	0.0	-3.8	-8.5	4.5	-6.2	118.0	5.0	0.3	-0.9
Cc1nc(-c2c(C(F)(F)F)noc2-c2ccc(O)cc2O)cs1	2.3	4.0	7.2	10.9	-7.3	96.0	8.0	4.9	-5.4
O=C(CCN1CCN(c2ccccc2F)CC1)c1ccc(Br)cc1	0.0	-6.1	-11.9	0.8	-9.3	101.0	-3.0	0.2	.
CCOC(=O)c1nc(N)sc1C(=O)OCC	0.2	5.6	-6.2	-18.4	-6.2	103.0	-8.0	-0.4	-3.1
OC[C@H]1O[C@@H](n2cnc3c(NC4CCCC4)ncnc32)[C@H](O)[C@@H]1O	0.7	17.7	-28.5	2.8	-5.0	104.0	6.0	-0.4	3.2
Cc1cccc(NC2SC(=O)N(c3ccccc3)C2=O)c1 (stereo not drawn)	-0.3	-2.3	0.1	7.6	1.1	91.0	-7.0	-2.0	-5.5
COc1ccc(C2CC(c3ccccc3)=NN2C(=O)c2ccc(F)cc2)cc1 (stereo not drawn)	0.7	-2.9	-20.0	4.1	-7.9	100.0	5.0	-1.1	-8.5
CC1Cc2ccccc2N1C(=O)Cn1cnc2ccccc2c1=O (stereo not drawn)	0.6	36.4	-2.1	-2.2	-10.5	99.0	0.0	0.8	-1.7
CCOc1ccc(NC(=O)CSc2nnnn2CC(=O)O)cc1	0.8	8.3	-5.3	12.9	-0.7	103.0	4.0	-1.0	-1.9
CC1CCCN(c2ccc(C(=O)Nc3nnc(C4CC4)s3)cc2[N+](=O)[O-])C1 (stereo not drawn)	-0.1	29.8	-1.4	4.4	-5.5	101.0	2.0	-1.4	-3.7
Fc1ccc(C2CC(c3ccccc3)Nc3ncnn32)cc1 (stereo not drawn)	1.1	35.2*	21.6	4.9	-4.7	93.0	-2.0	2.9	0.4
COC(=O)C(CC(C)C)NC(=O)CNC(=O)c1ccccc1C (stereo not drawn)	-0.2	-2.6	-1.2	9.8	-10.4	98.0	-6.0	-0.2	3.2
COC(=O)c1ccc(NC(=O)C[n+]2ccccc2)cc1	0.9	4.3	-6.1	4.6	-1.9	102.0	3.0	0.1	-8.2
CC1CCC(NC(=S)NCCN(C)C)CC1 (stereo not drawn)	1.9	19.6	-12.5	-9.2	-11.4	101.0	-5.0	0.4	12.2
COc1ccc(-c2cncnc2-c2ccc(OC)cc2O)cc1	-0.4	-2.2	-6.6	1.8	-16.0	103.0	2.0	-2.1	-7.8
CC(C)CN1CCC(=O)N([C@H](CO)c2ccccc2)CC1	2.5	-1.3	-0.7	0.8	-4.5	100.0	5.0	0.3	-0.7
Nc1ccc(-c2nc3ccc(N)cc3[nH]2)cc1	1.1	-11.2	1.2	21.6	-0.7	73.0	-17.0	0.7	-0.6
Cc1ccccc1Cn1ccc(=NCc2ccccc2)cc1	-0.6	22.7	-4.3	-8.7	-4.6	108.0	-1.0	-0.1	-2.6
CCCN1C(=O)c2ccc(C(=O)Nc3cc(C)ccc3O)cc2C1=O	-0.3	32.5	-6.5	2.1	0.5	107.0	12.0	2.8	4.4
O=C1[C@@H]2CSCN2C(=O)CN1CCc1cccc(F)c1	-0.5	-1.1	-4.8	3.3	-7.6	107.0	-1.0	0.9	-3.8
CC(C)C(NC(=O)CSc1ccc(Cl)cc1)C(C)C	-1.4	0.7	5.0	-6.7	-2.5	100.0	2.0	-2.0	-3.4
Cc1ccc(-n2c(SCC(=O)Nc3ccc4c(c3)OCCO4)nnc2-c2ccco2)cc1	-0.4	-3.9	-12.9	-0.4	-8.2	92.0	-4.0	-1.6	-2.1
Cc1csc(=Nc2cccnc2)n1Cc1ccco1	4.2	1.0	-10.3	-2.1	-8.7	110.0	-1.0	-2.2	-8.9
COC(=O)C(C)Oc1ccc2c(-c3cccc([N+](=O)[O-])c3)cc(=O)oc2c1 (stereo not drawn)	-0.5	-12.0	-1.1	1.1	-7.7	98.0	2.0	-0.9	-6.7
COc1cccc(-c2cc(C(=O)NCC3CCCO3)c3cc(C)cc(C)c3n2)c1 (stereo not drawn)	0.3	12.2	-26.1	0.5	-1.8	94.0	1.0	-1.9	-0.3
COc1cc(S(=O)(=O)Nc2cccc(C(=O)O)c2)c(OC)cc1Cl	0.8	15.7	-4.8	1.7	0.5	108.0	4.0	0.4	3.4
CCOC(=O)c1c(CCl)nc2ccccc2c1C	1.1	-16.9	-14.6	0.0	-3.8	98.0	-6.0	-0.8	2.3
COc1ccc(C(=O)NCCCn2ccnc2)cc1[N+](=O)[O-]	0.3	.	-11.5	2.0	-6.6	102.0	0.0	0.4	-0.4

Next part
SMILES	V1aR counter	NALP1 yeast inh	GPR7 antagonist	M18AAP inhibitor	OXTR potentiate	MEKK2 WT-MEK5	MEKK2 mut-MEK5	OXTR ag	GalR3 antag
CCC(=O)N1CCN=C1SCc1ccc(F)cc1	0.1	2.7	0.0	-12.9	-4.5	100.0	4.0	-0.1	2.0
C/C(=N\Nc1ncc(Cl)cc1Cl)c1ccccn1	.	44.6*	-8.5	38.2*	.	96.0	-6.0	.	.
CN(C)S(=O)(=O)N1CCCN(S(=O)(=O)N(C)C)CC1	1.1	-13.8	4.8	-1.9	-2.8	111.0	4.0	1.4	-3.4
CCN1CCCC1CN(Cc1cc2cc(C)cc(C)c2[nH]c1=O)C(=O)Nc1ccccc1OC (stereo not drawn)	-0.6	14.5	.	.	-12.9	114.0	11.0	-0.7	9.4
O=[N+]([O-])c1ccccc1NC(=S)N/N=C/c1ccc(O)c(O)c1	-1.0	-0.7	-6.1	59.4*	0.8	102.0	2.0	1.2	5.1
Cc1cc(OCC(=O)N2CCN(c3ccccc3)CC2)c2c(C)c(C)c(=O)oc2c1	-0.3	15.9	-18.9	-6.8	-6.4	102.0	1.0	-0.7	-6.6

Profiles as entered above. Order of screens: V1aR counter	NALP1 yeast inh	GPR7 antagonist	M18AAP inhibitor	OXTR potentiate	MEKK2 WT-MEK5	MEKK2 mut-MEK5	OXTR ag	GalR3 antag
`C/C(=N\Nc1ncc(Cl)cc1Cl)c1ccccn1` across the screens: .	44.6*	-8.5	38.2*	.	96.0	-6.0	.	.
`COc1cccc(-c2cc(C(=O)NCC3CCCO3)c3cc(C)cc(C)c3n2)c1` (stereo not drawn) across the screens: 0.3	12.2	-26.1	0.5	-1.8	94.0	1.0	-1.9	-0.3

Of the compounds above, 7 have fluorine.
SMILES	V1aR counter	NALP1 yeast inh	GPR7 antagonist	M18AAP inhibitor	OXTR potentiate	MEKK2 WT-MEK5	MEKK2 mut-MEK5	OXTR ag	GalR3 antag
O=C(CN1C(=O)C2CC=CCC2C1=O)Nc1nc(-c2ccc(F)cc2)cs1 (stereo not drawn)	7.3	.	.	.	-5.4	.	.	2.8	-4.7
Cc1nc(-c2c(C(F)(F)F)noc2-c2ccc(O)cc2O)cs1	2.3	4.0	7.2	10.9	-7.3	96.0	8.0	4.9	-5.4
O=C(CCN1CCN(c2ccccc2F)CC1)c1ccc(Br)cc1	0.0	-6.1	-11.9	0.8	-9.3	101.0	-3.0	0.2	.
COc1ccc(C2CC(c3ccccc3)=NN2C(=O)c2ccc(F)cc2)cc1 (stereo not drawn)	0.7	-2.9	-20.0	4.1	-7.9	100.0	5.0	-1.1	-8.5
Fc1ccc(C2CC(c3ccccc3)Nc3ncnn32)cc1 (stereo not drawn)	1.1	35.2*	21.6	4.9	-4.7	93.0	-2.0	2.9	0.4
O=C1[C@@H]2CSCN2C(=O)CN1CCc1cccc(F)c1	-0.5	-1.1	-4.8	3.3	-7.6	107.0	-1.0	0.9	-3.8
CCC(=O)N1CCN=C1SCc1ccc(F)cc1	0.1	2.7	0.0	-12.9	-4.5	100.0	4.0	-0.1	2.0

Random draw from the library, and some 4.1% of all compounds hit somewhere here.
